LDHA inh – LDHA (human) enzyme inhibition | P00338 | purified LDHA, NADH/diaphorase-resazurin fluorescence; active compounds read low | activity change, % (values are at about 110 or 230 µM) | 480,000 compounds, 0.15% hits; in the data active means activity change below about -30%; inconclusive means mostly about -25% to -30%;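 further: plate controls were DMSO wells for no effect and wells without enzyme for full effect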
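Enzyme activity of human lactate dehydrogenase 5 (2 nM; 0.06 mM NADH, 0.2 mM pyruvate, 5 min, RT) is measured via a resazurin/diaphorase fluorescence readout of residual NADH.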
Vif-APOBEC3G blk – blocks the Vif interaction with human APOBEC3G; 410,000 compounds, 0.076% hits; HeLa A3G-eYFP + Vif (tagged APOBEC3G with the HIV-1 protein that degrades it), YFP fluorescence, overnight; Potency, µM (highest dose often 46.1 µM), without a hit: at the highest dose activity, negative = active, actives largely listed as inhibitors; Q9HC16; AID 602310;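 further: potency means the concentration at half of the fitted maximal effect; on the % scale 0 is the no-effect control and ±100 the full control effect; nearly all actives have a fitted effect of over 60% in size; hits raise eYFP signal because A3G escapes Vif-driven loss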
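Read-out is eYFP fluorescence (Ex 488/Em 500-530) from Vif-expressing HeLa A3G-eYFP cells; more signal means A3G escaped Vif-mediated degradation. Cells plated overnight, compound pinned in, incubated overnight at 37 deg C.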
RGS4 inhibitor – inhibitors of human regulator of G protein signaling 4; Transcreener GDP fluorescence polarization, RGS4-accelerated GTP hydrolysis; Potency, µM (series often up to 114 µM), for the others: at the top dose activity change, negative = inhibition, actives largely listed as inhibitors; 390,000 compounds, 0.039% hits; further: potency means the concentration at half of the fitted maximal effect; on the % scale 0 is the no-effect control and ±100 the full control effect; nearly all actives have a fitted effect of over 75% in size; some results filed as inactive show a strong effect at the top dose
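MLSMR compounds (23 nl, pin-transferred) preincubated 10 min at room temperature with a 500nM (2x) first reagent, then RGS4 at 900nM (2x) plus Transcreener GDP mix added; fluorescence polarization (620/688 nm) read before and after 90 min at 30 °C.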
USP1-UAF1 inh – inhibitors of human USP1/UAF1 deubiquitinase | recombinant USP1/UAF1, Ub-Rhodamine cleavage fluorescence | O94782 | 390,000 compounds, 0.23% hits | Potency, µM (top dose mostly 57.1 µM), inactives show at the top dose activity change, negative = inhibition, actives largely listed as inhibitors; further: potency means the concentration at half of the fitted maximal effect; on the % scale 0 is the no-effect control and ±100 the full control effect; nearly all actives have a fitted effect of over 60% in size; inactives centre near -12
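1 nM enzyme complex + cpd, 15 min RT; start with Ub-Rho 150nM final; kinetic fluorescence ex 480/em 540, 6 reads q60 s. Buffer 50mM HEPES pH 7.8, 0.5mM EDTA, 0.1 mg/ml BSA, 1mM TCEP, 0.01% Tween-20.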
IDH1 R132H inh – human IDH1 R132H inhibition; O75874; IDH1-R132H enzyme, NADPH consumption, diaphorase/resazurin fluorescence; Potency, µM (series often up to 76.6 µM), for the others: at the top dose activity change, negative = inhibition, most hits filed as inhibitors; 390,000 compounds, 0.093% hits; AID 602179; further: potency means the concentration at half of the fitted maximal effect; on the % scale 0 is the no-effect control and ±100 the full control effect; nearly all actives have a fitted effect of over 65% in size
Target sequence (O75874 whole entry R132H, stated change not applied): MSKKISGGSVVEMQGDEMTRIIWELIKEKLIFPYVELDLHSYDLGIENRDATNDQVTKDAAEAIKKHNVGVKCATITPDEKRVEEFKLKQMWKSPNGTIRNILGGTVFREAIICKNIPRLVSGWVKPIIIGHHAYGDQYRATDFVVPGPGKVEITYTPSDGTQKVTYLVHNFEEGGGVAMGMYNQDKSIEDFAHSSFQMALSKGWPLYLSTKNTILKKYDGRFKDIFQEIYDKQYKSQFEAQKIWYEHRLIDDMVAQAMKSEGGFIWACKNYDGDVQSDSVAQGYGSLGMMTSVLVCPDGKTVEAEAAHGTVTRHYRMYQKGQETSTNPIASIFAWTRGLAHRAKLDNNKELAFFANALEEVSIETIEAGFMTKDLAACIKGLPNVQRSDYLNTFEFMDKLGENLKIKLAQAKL
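IDH1-R132H (0.5 ug/mL dispensed) in pH 7.5 Tris buffer was preincubated 30 min with compound, then given a substrate mix of 0.016 mM NADPH and 2 mM alpha-KG for 80 min at room temperature; remaining NADPH was read by diaphorase/resazurin fluorescence.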
TrxR1 substrate – substrates of rat thioredoxin reductase 1. Potency, µM (titrated, usually from 114 µM), for inactives: top-dose activity change, negative = substrate turnover. 390,000 compounds, 0.01% hits. purified TrxR1 substrate turnover, NADPH consumption readout. O89049; further: potency means the concentration at half of the fitted maximal effect; on the % scale 0 is the no-effect control and ±100 the full control effect; nearly all actives have a fitted effect of over 50% in size
Target sequence (O89049 whole entry, looked up): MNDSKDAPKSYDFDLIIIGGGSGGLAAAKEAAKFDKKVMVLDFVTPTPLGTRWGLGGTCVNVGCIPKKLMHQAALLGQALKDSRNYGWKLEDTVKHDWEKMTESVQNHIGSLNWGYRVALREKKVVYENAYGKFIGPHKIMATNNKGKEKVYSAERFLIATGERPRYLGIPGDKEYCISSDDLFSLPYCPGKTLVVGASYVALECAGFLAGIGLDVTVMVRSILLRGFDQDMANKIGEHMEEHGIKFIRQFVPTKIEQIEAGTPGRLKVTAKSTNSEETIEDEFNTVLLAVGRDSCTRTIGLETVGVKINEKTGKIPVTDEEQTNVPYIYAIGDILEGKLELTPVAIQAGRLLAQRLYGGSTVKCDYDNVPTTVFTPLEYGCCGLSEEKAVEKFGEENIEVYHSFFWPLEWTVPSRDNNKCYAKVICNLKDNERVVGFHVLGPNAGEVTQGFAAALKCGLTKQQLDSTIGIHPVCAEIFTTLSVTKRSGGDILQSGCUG
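Rat TrxR1, dispensed at 90 nM, was prereduced with 400 uM NADPH (final) for 5 min at ~22 deg C, then incubated with compound 15 min before 400 uM selenite. A first-read NADPH fluorescence drop versus no-compound background flagged substrates.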
Glioma ERSR ind – ER stress response induction in glioma. U87-MG GRP78 promoter luciferase reporter, 16 h. Potency, µM, for inactives: at the highest dose activation, actives largely listed as activators. 420,000 compounds, 0.02% hits. AID 602332; further: potency means the concentration at half of the fitted maximal effect; series mostly up to about 76 µM; % of control where 0% means no effect; nearly all actives have a fitted effect of over 35% in size
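ERSR induction read as luciferase luminescence (Bright-Glo, 10 min at room temperature) in stably transfected human U87-MG glioma cells exposed to compounds for 16 h, using GRP78 as sensor.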
rTrxR1 inhibitor – blocks rat thioredoxin reductase 1; O89049; recombinant rTrxR1, NADPH fluorescence consumption, selenite substrate; Potency, µM (highest dose often 114 µM), inactives show at the top dose activity change, negative = inhibition, most hits filed as inhibitors; 390,000 compounds, 1% hits; AID 588453; further: potency means the concentration at half of the fitted maximal effect; on the % scale 0 is the no-effect control and ±100 the full control effect; nearly all actives have a fitted effect of over 65% in size
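Rat TrxR1 (90 nM in the dispensed reagent) was pre-reduced with 400 uM NADPH for 5 min at room temperature, then incubated with compound for 15 min. After 400 uM selenite was added, NADPH fluorescence (Ex 340/Em 450 nm) was followed for 8 min.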
Vif-APOBEC3F blk – inhibitors of Vif-A3F interaction; Potency, µM (doses to about 46.1 µM), for inactives: top-dose activity, negative = active; HeLa A3F-eYFP + Vif (tagged APOBEC3F with the HIV-1 protein that degrades it), YFP fluorescence increase; 390,000 compounds, 0.2% hits; further: potency means the concentration at half of the fitted maximal effect; % of control where 0% means no effect; nearly all actives have a fitted effect of over 65% in size
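HeLa cells stably expressing A3F-eYFP plus Vif, plated and incubated overnight at 37 deg C, then exposed to compounds overnight at 37 deg C. Blocked degradation read as raised yellow fluorescence (Ex 488/Em 500-530).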
The depositor's hits bear a star; ? = inconclusive; . = no result given; [ ] = another dose, or the depositor's remark. Unless noted, the call rests on the fitted dose curve; in most records, active means well fitted curve in the direction sought with a large enough effect; inconclusive means small, poorly fitted or top-dose-only effect, or another doubt; inactive means no such curve, though single readings can be large; an effect the other way counts as inactive or inconclusive. Not all compounds are listed; rates above refer to the full screens.

SMILES	LDHA inh	Vif-APOBEC3G blk	RGS4 inhibitor	USP1-UAF1 inh	IDH1 R132H inh	TrxR1 substrate	Glioma ERSR ind	rTrxR1 inhibitor	Vif-APOBEC3F blk
O=C(CSc1nc2c(cnn2-c2ccccc2)c(=O)[nH]1)N1CCOCC1	-6	6%	-7%[11.4 µM]	-15%	9%	-4%	-6%	-8%	0%
O=S(=O)(Cc1ccccc1)Nc1cccc(Br)c1	-1	-1%	-8%	-27%	-4%	6%	0%	39%	6%
CN1CCN(C(=S)NC(=O)c2ccc(Cl)cc2)CC1	-7	-5%	-29%	-24%	2%	2%[57.1 µM]	2%	-8%[57.1 µM]	?
Cc1ccc(S(=O)(=O)N2CCN(C(=O)c3ccc(Cl)nc3)CC2)cc1	0	0%	7%	-4%	0%	3%[57.1 µM]	-5%	25%[57.1 µM]	0%
CCCCNC(=O)CCn1c(=O)c2cccn2c2cccnc21	0	4%	-13%	0%	5%	2%	-2%	6%	6%
CN(C)CCN(C(=O)c1cccc(Cl)c1)c1nc2c(Cl)cccc2s1	1	-3%	11%	-20%	5%	-6%	-4%	-3%	-7%
O=C(Cn1ccn(-c2ccc(F)c(Cl)c2)c(=O)c1=O)NCCc1ccccc1	-15	0%	7%	-6%	-6%	-4%[57.1 µM]	3%	-1%[57.1 µM]	7%
COc1cccc(Cn2cnc3c(NS(=O)(=O)c4ccc(Cl)cc4)c(C)c(C)cc32)c1	-3	-12%	-17%	-10%	8%	-3%[57.1 µM]	-5%	10%[57.1 µM]	-2%
COc1cccc(SCc2noc(C(=O)NC(C)C)c2C(=O)NC(C)C)c1	0	-5%	13%	-25%	-4%	-12%	-2%	-8%	2%
CN(C)/C=C/C(=O)c1ccc2noc(-c3ccc(F)cc3)c2c1	-4	0%	-27%	?	6%	12%[57.1 µM]	-4%	8%[57.1 µM]	5%
CCCc1nnc(SCc2ccc(OC)cc2)n1N	-6	-3%	-45%[56.9 µM]	-2%	3%	-7%	-4%	-4%	-1%
COCCN1CCn2c(nc3cc([N+](=O)[O-])ccc32)C1	-2	-4%	-22%[11.4 µM]	-24%	0%	5%	-2%	3%	1%
CCC(C)(C)NC(=O)C(c1ccc(O)cc1)N(Cc1ccco1)C(=O)CCC(=O)Nc1ccccn1 (stereo not given)	-6	0%	20%	-13%	-5%	?	-2%	-11%	4%
CCOc1ccc(NC(=O)NCCCCc2ccccc2)cc1	-12	4%	13%	-18%	0%	-3%	-6%	8%	5%
O=C(CN1C(=O)C2CC=CCC2C1=O)NC1CCCc2ccccc21 (stereo not given)	-1	0%	-15%	-4%	1%	-1%[57.1 µM]	-3%	14%[57.1 µM]	-2%
CC(C)CN(C(=O)C1CCCCC1)C1CCS(=O)(=O)C1 (stereo not given)	-2	0%	-7%	-20%	1%	-1%	-4%	6%	?
COc1ccc(NC(=O)CSc2nc(-c3ccc(F)cc3)[nH]c2-c2ccc(C)cc2)cc1OC	-3	2%	-18%	-10%	12%	2%	-4%	2%	1%
COc1ccc(-c2cc(=O)oc3cc(OCC(=O)NCC4CCC(C(=O)O)CC4)ccc23)cc1 (stereo not given)	-6	1%	-1%	10%	14%	-1%	1%	-5%	3%
Cc1ccc(S(=O)(=O)c2nc(-c3ccccc3)oc2N2CCC(C(N)=O)CC2)cc1	0	-1%	12%	-10%	-11%	3%	-7%	?	1%
COc1ccc(COC(=O)CN2C(=O)NC3(CCCC3)C2=O)cc1F	-3	-4%	24%	-6%	9%	6%[57.1 µM]	2%	14%[57.1 µM]	0%
O=S(=O)(NCC(c1ccco1)N1CCN(c2ccccc2F)CC1)c1ccc2c(c1)OCCO2 (stereo not given)	-12	2%	-3%	-21%	-2%	-1%	-2%	16%	7%
Cc1ccc(Cn2c(O)c(N=NC(=S)Nc3ccccc3F)c3ccccc32)cc1	-11	-1%	-8%[56.9 µM]	-12%	-4%	-7%	-5%	2%	7%
CCc1[nH]c(=S)c(C#N)c2c1CCCC2	-9	-2%	?	-4%	7%	20%[57.1 µM]	-5%	-7%[57.1 µM]	-3%
CC(=O)Nc1ccc(SCCN2CCN(CC(C)C)CCC2=O)cc1	.	0%	-51%	.	.	-11%	-3%	82%[activator]	.
COC(=O)c1c(NC(=O)C(Cl)Cl)sc2c1C(C(=O)OC)CC2 (stereo not given)	-4	?	8%	-2%	0%	0%	-11%	22%	6%
Fc1ccc(CNc2nc3ccccc3n3cnnc23)cc1	-2	-2%	16%	-19%	-11%	5%	-2%	20%	0%
CCN(CCN(C)Cl)/[N+]([O-])=N/Oc1ccc([N+](=O)[O-])cc1[N+](=O)[O-]	2	-3%	.	.	.	-3%	-12%	10µM*	.
Cn1cc(C(=O)O)c(-c2ccc3c(c2)OCCCO3)n1	-7	0%	5%	-3%	-3%	4%	-3%	16%	1%
CN1CCN(C(=O)c2ccc(N3CCCC3=O)cc2)CC1	2	0%	-2%	-16%	5%	6%	-4%	-4%	.
O=C(COC(=O)c1ccccc1F)NCc1ccc2c(c1)OCO2	-3	3%	6%	-20%	-5%	4%	1%	20%	5%
COCc1cc(=O)[nH]c(-c2csc(C)n2)n1	-3	-3%	1%	-14%	-1%	12%[57.1 µM]	-6%	19%[57.1 µM]	7%
CCn1nnnc1SCC(=O)Nc1cccc(NC(C)=O)c1	-1	-1%	42%	-9%	11%	5%	-3%	19%[0.457 µM]	11%
Cc1cccc(CC(=O)c2c[nH]c3ccccc23)c1	-10	3%	2%	-13%	2%	2%	1%	23%	0%
O=C(CSc1ncccn1)NC(=O)Nc1ccc2c(c1)OCCO2	-5	1%	-13%	-21%	3%	5%	-1%	19%	-6%
COc1ccc(C(=O)N/N=C/c2ccccn2)cc1OC	1	-2%	6%	-4%	-6%	-4%[57.1 µM]	2%	-8%[57.1 µM]	2%
CCc1ccc(N2C(=O)CSC23C(=O)N(Cc2cccc(F)c2)c2ccccc23)cc1 (stereo not given)	2	1%	-30%	?	-8%	2%	-6%	35%	-5%
CC(C)(C)OC(=O)N1CCC(NC(=O)c2nc[nH]c2C(=O)NC2CCN(C(=O)OC(C)(C)C)CC2)CC1	0	0%	8%	-7%	11%	4%[57.1 µM]	-4%	6%[57.1 µM]	8%
CCc1cc(=O)[nH]c(SCCC(F)=C(F)F)n1	-8	-4%	-31%	2%	30%	13%[57.1 µM]	1%	45%[activator][57.1 µM]	-7%
CCOC(=O)c1c(C(=O)OCC)c(C)n(Cc2cc(OC)c(OC)c(OC)c2)c1C	-4	1%	?	-5%	2%	-3%	-2%	0%	0%
CC(=O)c1ccc(OCc2cc(C(=O)N3CCN(C4CCCC4)C(=O)C3)no2)cc1	-7	0%	-3%	-15%	5%	-1%	7%	-6%	3%

Brought forward from above: 2 entries; new compounds follow.
SMILES	LDHA inh	Vif-APOBEC3G blk	RGS4 inhibitor	USP1-UAF1 inh	IDH1 R132H inh	TrxR1 substrate	Glioma ERSR ind	rTrxR1 inhibitor	Vif-APOBEC3F blk
CCOC(=O)c1c(C(=O)OCC)c(C)n(Cc2cc(OC)c(OC)c(OC)c2)c1C	-4	1%	?	-5%	2%	-3%	-2%	0%	0%
CC(=O)c1ccc(OCc2cc(C(=O)N3CCN(C4CCCC4)C(=O)C3)no2)cc1	-7	0%	-3%	-15%	5%	-1%	7%	-6%	3%
COc1ccccc1N1CCN(C(=O)c2ccc(Cl)c(S(=O)(=O)N3CCCC3)c2)CC1	-14	0%	1%	-21%	1%	5%[57.1 µM]	-4%	19%[57.1 µM]	8%
COc1ccc(C2(CNC(=O)C(=O)Nc3ccc(F)cc3)CCCC2)cc1OC	-8	-1%	5%	-1%	14%	-3%	-1%	3%	-14%
CC(C)(C)n1ncc2c(=O)n(CC(=O)NCCc3ccccc3)cnc21	-5	3%	3%	-5%	4%	0%	?	19%	0%
COc1ccc(N(C)S(=O)(=O)c2cccc3cccnc23)c(OC)c1	4	?	-22%	-11%	11%	-4%	-1%	5%	-5%
CC(=O)c1cnn(-c2ccc(Cl)c(Cl)c2Cl)c1C	0	-7%	3%	-17%	8%	3%	-2%	3%	10%
Cc1ccc2cccc(Oc3ncnc4scc(-c5ccccc5)c34)c2n1	-3	-2%	-16%	-15%	5%	10%[57.1 µM]	-5%	9%[57.1 µM]	4%
Cc1ccc(C)c(NC(=O)CCN2CCCC(C)C2)c1 (stereo not given)	0	0%	0%	-18%	9%	2%	-1%	20%	-14%
C(=N\Nc1nc(Nc2ccccc2)nc(Nc2ccccc2)n1)/c1ccncc1	-9	-8%	-13%	?	-12%	3%	-2%	25%	-10%
COc1ccc(C(=O)NCc2nc(-c3cccc(C)c3)no2)cc1OC	-5	4%	21%	10%	-9%	-6%	0%	11%	3%
CN(C)C(=O)/C(=C\c1cccc(Oc2ccccc2)c1)NC(=O)c1ccccc1	-4	1%	7%	-13%	0%	-2%	-3%	11%	1%
COc1cccc(NC(=O)c2cccc(N3C(=O)C4CCC(C)CC4C3=O)c2)c1 (stereo not given)	-7	-1%	1%	?	-2%	-4%	-1%	9%	7%
Cc1cccc2cc(CN(Cc3nnnn3Cc3ccco3)C3CCCC3)c3nnnn3c12	-10	0%	?	-16%	-6%	6%	-1%	-15%	-8%
